Source: PubChem BioAssay (National Center for Advancing Translational Sciences (NCATS))
AMA1-RON2 inh: AMA1-RON2 (P. falciparum) interaction inhibition; actives 0.2% (n = 360,000); Potency, µM (titrated, usually from 58.2 µM), inactives show top-dose activity change, negative = inhibition, hits mostly inhibitors; AlphaScreen AMA1-biotinylated RON2 peptide binding;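 further: potency means the concentration at half of the fitted maximal effect; 0% = vehicle wells and -100% = peptide control; nearly all actives have a fitted effect of over 45% in size; some results filed as inactive show a strong effect at the top dose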
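AMA1 (3D7) with his tag at 25 nM final met compounds first, then biotinylated RON2 peptide at 25 nM; detection used donor plus acceptor beads, 10 µg/mL apiece, read by AlphaScreen after 30 min at room temperature.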
HCMV inh: inhibitors of human cytomegalovirus; HFF cells, HCMV-luciferase reporter, 72 h; hits give low values; activity change, negative = inhibition, % at 57.5 µM; actives 4.5% (n = 410,000); AID 1259415; in the data active means activity change below about -60%; inconclusive means no clear call, values can overlap the other calls; inactive means above about -39%
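HFF cells seeded 16 h at 37C, treated with compounds, infected with luciferase-reporter HCMV at MOI 1 PFU/cell; luciferase read at 72 h post infection, normalized to buffer-only and Salinomycin controls.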
LmPK inhibitor: inhibitors of Leishmania mexicana pyruvate kinase. Q27686. purified LmPK, Kinase-Glo ATP luminescence, 1 h. Potency, µM (doses to about 57.5 µM), for the others: at the top dose activity change, negative = inhibition, most hits filed as inhibitors. actives 0.37% (n = 290,000). AID 1721; further: potency means the concentration at half of the fitted maximal effect
Target sequence (Q27686 whole entry, looked up): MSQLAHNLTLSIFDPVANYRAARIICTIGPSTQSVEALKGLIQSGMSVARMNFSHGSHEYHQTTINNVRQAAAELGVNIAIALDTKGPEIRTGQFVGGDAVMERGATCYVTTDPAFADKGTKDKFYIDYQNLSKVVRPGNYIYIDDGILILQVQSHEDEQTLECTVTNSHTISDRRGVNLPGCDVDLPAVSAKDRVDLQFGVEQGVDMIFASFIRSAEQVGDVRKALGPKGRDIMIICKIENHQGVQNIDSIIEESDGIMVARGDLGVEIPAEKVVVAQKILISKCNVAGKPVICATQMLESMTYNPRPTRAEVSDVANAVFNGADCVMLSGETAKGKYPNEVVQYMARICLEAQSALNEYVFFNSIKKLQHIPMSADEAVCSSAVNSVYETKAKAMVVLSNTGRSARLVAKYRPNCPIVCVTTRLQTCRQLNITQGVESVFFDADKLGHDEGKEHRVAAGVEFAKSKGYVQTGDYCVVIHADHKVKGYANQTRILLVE
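0.1 nM LmPK, 0.5 mM PEP, 0.1 mM ADP; 50 mM imidazole pH 7.2, 7 mM MgCl2, 50 mM KCl; 1 h RT. Kinase-Glo luminescence readout, normalized to no-enzyme (full inhibition) and uninhibited wells.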
AmpC inh detg: blocks E. coli AmpC beta-lactamase in detergent assay | actives 0.041% (n = 370,000) | Potency, µM (top dose mostly 114 µM), for the others: top-dose activity change, negative = inhibition, actives largely listed as inhibitors | AmpC hydrolysis of nitrocefin, absorbance 480 nm, 0.01% Triton;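 further: potency means the concentration at half of the fitted maximal effect; 0% = no-compound wells and -100% = no-enzyme wells; nearly all actives have a fitted effect of over 25% in size; some results filed as inactive show a strong effect at the top dose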
Target sequence (P00811 whole entry, looked up): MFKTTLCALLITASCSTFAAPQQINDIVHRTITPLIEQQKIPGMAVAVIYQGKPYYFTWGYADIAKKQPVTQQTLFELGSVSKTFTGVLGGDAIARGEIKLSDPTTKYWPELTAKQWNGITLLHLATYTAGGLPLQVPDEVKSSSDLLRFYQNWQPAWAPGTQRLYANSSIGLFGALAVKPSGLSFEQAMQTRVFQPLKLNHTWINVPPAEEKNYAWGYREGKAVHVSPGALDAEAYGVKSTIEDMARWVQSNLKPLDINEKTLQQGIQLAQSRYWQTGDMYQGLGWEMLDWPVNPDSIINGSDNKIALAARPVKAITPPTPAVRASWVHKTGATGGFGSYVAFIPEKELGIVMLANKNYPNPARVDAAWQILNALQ
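20 mM phosphate pH 7.0 + 0.01% (detergent screen) or 0.0001% Triton X-100; 5.3 nM AmpC reagent; cpd preinc 15 min RT; nitrocefin (800 uM stock) to start; A480 q20 s × 4 min; Activity was normalised to no-enzyme and no-compound control wells.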
HCV inh: inhibitors of hepatitis C virus infection; Huh7.5.1 HCVcc-Cre infection, luciferase reporter, 44 h; Potency, µM (top dose mostly 41.8 µM), for the others: at the top dose activity change, negative = inhibition, hits mostly inhibitors; actives 3.4% (n = 340,000); further: potency means the concentration at half of the fitted maximal effect
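Whole-lifecycle infectious HCVcc-Cre system; cells 1,000/well, compound then virus (~0.5 moi) added 4 h after plating, 44 h culture. Luciferase read 15 sec following 15 min substrate incubation, room temp.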
AmpC inh no detg: AmpC beta-lactamase inhibition without detergent | P00811 | AmpC nitrocefin hydrolysis, absorbance 480 nm, 0.0001% Triton | Potency, µM (titrated, usually from 57.1 µM), without a hit: top-dose activity change, negative = inhibition, actives largely listed as inhibitors | actives 0.52% (n = 330,000) | AID 485341;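 further: potency means the concentration at half of the fitted maximal effect; plate controls were no compound for no effect and no enzyme for full effect; nearly all actives have a fitted effect of over 20% in size; some results filed as inactive show a strong effect at the top dose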
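AmpC (5.3 nM in the dispensed reagent) in 20 mM phosphate pH 7.0 with 0.01% (detergent screen) or 0.0001% Triton X-100 was preincubated with compounds for 15 min at room temperature. Nitrocefin was then added from an 800 uM solution, and hydrolysis was followed at 480 nm.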
TbPYK inhibitor: inhibitors of Trypanosoma brucei pyruvate kinase | Potency, µM (top dose mostly 76.8 µM), for inactives: at the highest dose activity, negative = inhibition, usual class: inhibitors | Q57TT1 | actives 0.12% (n = 410,000) | TbPYK enzyme, Kinase-Glo Plus ATP luminescence, 45 min; further: potency means the concentration at half of the fitted maximal effect; nearly all actives have a fitted effect of over 50% in size
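Readout: single end-point luminescence (Kinase-Glo Plus, 10 min). Reaction conditions were TbPYK/substrate plus 130 uM ADP, 45 min at RT, pH 7.2 TEA buffer. No-enzyme wells served as controls, and data were normalized before concentration-response fitting.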
The depositor's hits bear a star; u = inconclusive; x = no result given; [ ] = another dose, or the depositor's remark. Unless noted, the call rests on the fitted dose curve; in most records, active means well fitted curve in the direction sought with a large enough effect; inconclusive means small, poorly fitted or top-dose-only effect, or another doubt; inactive means no such curve, though single readings can be large; an effect the other way counts as inactive or inconclusive. Unless noted, on the % scale 0 is the no-effect control and ±100 the full control effect.

SMILES	AMA1-RON2 inh	HCMV inh	LmPK inhibitor	AmpC inh detg	HCV inh	AmpC inh no detg	TbPYK inhibitor
CN(CC(=O)Nc1ccncc1)S(=O)(=O)c1ccc(Br)cc1	1%	u	3%	u	-2%	-16%	-3%
CCCc1nnc(NC(=O)Cc2coc3ccc(C)cc23)s1	x	2	x	4%	x	x	-12%
CN1C(=O)[C@H]2[C@@H](c3ccccc3)N[C@]3(CCCN(Cc4ccc(F)cc4)C3=O)[C@H]2C1=O	-8%	5	x	x	x	x	0%
O=C(CCNC(=O)c1ccc(Br)cc1)NCC1COc2ccccc2O1 (configuration not stated)	-7%	-6	5%	1%	15%	38%	0%
Nc1cccnc1Sc1cc(Cl)cc(Cl)c1	2%	28	-2%	4%	-4%	-55%	5%
CC1(C)CN(C(=S)Nc2ccc(F)cc2F)C1=O	-9%	25	-3%	-4%	5%	-5%	3%
CC(C#N)(NC(=O)CN1CCN(S(=O)(=O)c2ccccc2Cl)CC1)C1CC1 (configuration not stated)	3%	-6	x	0%	-19%	-18%	2%
CCN(CC)S(=O)(=O)c1ccc(N2CCN(C)CC2)c(NC(=O)Nc2ccc(C)cc2)c1	-9%	19	0%	-5%	-13%	161%[activator]	3%
CCCCOc1ccc(S(=O)(=O)Nc2ccc(-c3ccc(N4CCCCC4)nn3)cc2)cc1	x	56	x	6%	x	x	-1%
COc1ccc(CNc2ccc(Br)cc2)cc1	11%	-14	-5%	-8%	u	-22%	-5%
CSc1nc(N)c2c(C)c(C)sc2n1	-2%	-17	-9%	0%	-7%	-21%	-15%
CC(C)(C)c1ccccc1NC(=O)Cn1c(=O)cnc2ccccc21	12%	-9	-1%	-10%	9%	-20%	-4%
CC(=O)NCCNC(=O)C1(C)Cc2c(-c3ccc(NC(C)=O)cc3)ccnc2O1 (configuration not stated)	31%[activator]	10	x	x	x	x	1%
COc1cc(C)nc(Oc2ccc(=O)n(C)n2)n1	14%	27	4%	u	6%	-14%	-6%
O=C(COc1cc(F)ccc1[N+](=O)[O-])Nc1ccc2c(c1)OCO2	-5%	0	x	6%	1%	4%	0%
CC(C)C[C@@H](COCc1cccc(Cl)c1)N1CCN(C(=O)c2cccc(C(F)(F)F)c2)CCC1=O	4%	28	x	x	x	x	0%
COc1ccc(C2=CC(c3sccc3C)n3nnnc3N2)cc1 (configuration not stated)	60%[activator]	65	4%	-15%	u	-54%	-18%
COc1ccccc1C(=O)OCC(=O)c1ccc(CNC(C)=O)s1	8%	-12	x	x	18%	-15%	7%
COc1ccc(-c2cc(C(C)=O)c(C)n2CCC(=O)NCc2ccc(F)cc2)cc1	x	u	x	7%	x	x	-1%[15.4 µM]
OC(CN1CCCCC1)c1c[nH]c2ccccc12 (configuration not stated)	9%	52	0%	-1%	4%	-31%	8%
N#CCCN(C(=S)NC(=O)c1ccco1)c1ccccc1F	11%	-13	-1%	u	13%	-24%[11.4 µM]	-15%
CCCS(=O)(=O)NC(=O)C1(C)CCN(C(=O)c2c(F)ccc(C)c2F)C1 (configuration not stated)	17%	u	x	x	x	x	4%
COc1ccc(-n2c(=S)[nH]c3cc(C(=O)Nc4ccccc4OC)ccc3c2=O)c(OC)c1	76%[activator]	u	-1%	-4%	u	0%	-1%
CCc1ccccc1NS(=O)(=O)c1ccc2c(c1)OCC(C(=O)N1CCCC1)O2 (configuration not stated)	x	-20	x	u	x	x	-7%
CC12C(=O)N(c3ccccc3C(=O)O)C(=O)C1C1C=CC2C1 (configuration not stated)	-7%	5	9%	4%	2%	-4%	-4%
Cc1ccc(C)c(C(O)c2ncc(-c3ccc(F)cc3)[nH]2)c1 (configuration not stated)	-6%	-22	x	x	x	x	0%
O=c1[nH]n2c(C(F)(F)F)cc(C3CC3)nc2c1N=Nc1ccccc1	-2%	17	13%	-7%	11%	-19%	2%
CN(C)CCNC(=S)Nc1ccccc1C(C)(C)C	5%	-2	-1%	-8%	-2%	0%[2.29 µM]	4%
CCOC(=O)c1cnc2c(-c3cccc(Br)c3)cnn2c1C	25%	23	6%	-10%	10%	-12%	-4%
O=S1(=O)CC(N2CCN(c3ccccn3)CC2)CN1C1CCCCC1 (configuration not stated)	5%	x	x	x	x	x	-12%
Cc1cccc(N2C(=O)C3CCCN3C2=S)c1 (configuration not stated)	-6%	47	-6%	2%	22%	-2%	6%
C=CCc1cccc(/C=N/c2ncn[nH]2)c1O	0%	-10	-19%	u	-4%	-20%	-1%
CC(Cn1nnc2ccccc21)C(=O)O (configuration not stated)	-2%	81	-4%	2%	8%	-5%	-2%
COc1ccccc1NC(=O)c1sc2nc(C)c(C(=O)Nc3ccc(Cl)cc3)c(-c3ccc(Br)cc3)c2c1N	x	-104*	x	-2%	x	x	0%
COc1ccc(OCc2nn[nH]n2)cc1	-2%	33	6%	-14%	12%	-18%	3%
CCOC(=O)C(C)Oc1ccccc1C1NC(=O)NC(C)=C1C(=O)Nc1ccc(C)c(C)c1 (configuration not stated)	-16%	24	2%	-5%	1%	15%	1%

A different layout for part of the listing above:
The line under a structure holds: AMA1-RON2 inh, HCMV inh, LmPK inhibitor, AmpC inh detg, HCV inh, AmpC inh no detg, TbPYK inhibitor
> C=CCc1cccc(/C=N/c2ncn[nH]2)c1O
→ 0%, -10, -19%, u, -4%, -20%, -1%
> O=c1[nH]n2c(C(F)(F)F)cc(C3CC3)nc2c1N=Nc1ccccc1
→ -2%, 17, 13%, -7%, 11%, -19%, 2%
> CCN(CC)S(=O)(=O)c1ccc(N2CCN(C)CC2)c(NC(=O)Nc2ccc(C)cc2)c1
→ -9%, 19, 0%, -5%, -13%, 161%[activator], 3%

(more compounds)
SMILES	AMA1-RON2 inh	HCMV inh	LmPK inhibitor	AmpC inh detg	HCV inh	AmpC inh no detg	TbPYK inhibitor
CNC(=O)C1(C)C=CCN1C(=O)c1ccccc1 (configuration not stated)	-7%	4	-3%	-13%	-6%[8.37 µM]	-9%	-4%
O=Cc1ccc(Sc2nnc(-c3ccccc3)o2)c([N+](=O)[O-])c1	u	x	6%	u	-20%	-35%	0%
S=c1nc(-c2cccc(Cl)c2)[nH][nH]1	96%[activator]	-5	-7%	u	0%	-26%	u
Nc1nc(-c2ccco2)nn1C(=O)c1cccnc1	9%	37	1%	-15%	15%	-13%	-2%
COc1ccccc1CNC(=O)Cn1c(=O)c2cccn2c2cccnc21	18%	u	7%	2%	-2%	-2%	-14%
COc1ccc(S(=O)(=O)Nc2ccc3c(c2)C(=O)N([C@H](C)CO)C[C@H](C)[C@@H](CN(C)S(=O)(=O)c2ccccc2)O3)cc1	-4%	-21	x	x	5%	169%[activator]	3%
COc1ccc(CNC(=O)C(C)n2ccc3cc(S(=O)(=O)N4CCCC4)ccc32)cc1OC (configuration not stated)	x	-15	x	22%	x	x	-1%
CCc1cc(=O)[nH]c(SCCc2ccccc2)n1	4%	x	-5%	-9%	7%	-22%	3%
CN(C)C1CN(Cc2cn(Cc3ccccc3)nn2)S(=O)(=O)C1 (configuration not stated)	9%	10	x	x	x	x	6%
Cc1cccc(/C=N/n2c(C)nnc2C)c1	-1%	88	-6%	1%	15%	-11%	6%
Cc1cccc(N=c2oc3cc(O)ccc3cc2C(N)=O)c1	0%	-61*	3%	u	u	0%	-1%
Cc1cccc(N2C(=O)N(CC(=O)C(C)(C)C)c3ccccc3S2(=O)=O)c1C	x	1	x	-4%	x	x	2%

Single records, from the list above. Order of values: AMA1-RON2 inh, HCMV inh, LmPK inhibitor, AmpC inh detg, HCV inh, AmpC inh no detg, TbPYK inhibitor
CCc1cc(=O)[nH]c(SCCc2ccccc2)n1 across the screens: 4%, x, -5%, -9%, 7%, -22%, 3%
Cc1cccc(N2C(=O)N(CC(=O)C(C)(C)C)c3ccccc3S2(=O)=O)c1C across the screens: x, 1, x, -4%, x, x, 2%

Carrying on:
SMILES	AMA1-RON2 inh	HCMV inh	LmPK inhibitor	AmpC inh detg	HCV inh	AmpC inh no detg	TbPYK inhibitor
Cc1ccc(NC(=O)[C@@H](NC(=O)N2C[C@H]3C[C@@H](C2)c2cccc(=O)n2C3)C(C)C)cc1	-1%	-16	-4%	u	11%	-15%	0%
C=CCn1c(O)c(N=Nc2ccccc2[N+](=O)[O-])c2ccccc21	-19%	36	x	x	x	x	-1%
Cc1cccc(N2CCN(c3cccc(C)c3)C2c2cccnc2)c1	u	-8	5%	u	u	-6%	3%
Cc1ccc(C(=O)OCC(=O)NC2CCCCC2)s1	-9%	0	-3%	3%	10%	-3%	0%
O=S(=O)(c1ccccc1)N1CC1c1ccccc1 (configuration not stated)	9%	69	0%	u	1%	-4%	-2%
Cc1ccc(Sc2ccc(N3CCC(C(=O)Nc4ccc(Cl)cc4)CC3)nn2)cc1	x	-4	x	18%	x	x	3%
CC(C)(CC(=O)O)CC(=O)Nc1ccccc1Oc1ccccc1	-10%	19	-2%	0%	6%	-13%	0%
CC(=O)N1N=C(c2ccco2)CC1c1ccc(Cl)o1 (configuration not stated)	-6%	-8	4%	-3%	7%	-3%	3%
O=C(CSc1nc2ccc(Nc3nc(N4CCOCC4)nc(N4CCOCC4)n3)cc2s1)NCc1ccco1	4%	-28	-1%	u	5µM*	62%[activator]	3%
CC(C)CCNC(=O)c1ccc2c(SCC(=O)O)c3c(nc2c1)CCCC3	-25%	-30	0%	u	7%	-17%	-14%
Cc1cccc(C(=O)OCCN2CCOCC2)c1	-5%	4	-2%	-16%	-13%	5%	2%
Cc1[nH]c2ccccc2c1Cc1n[nH]c(=S)o1	0%	27	10%	-15%	15%	111%	u
O=C(Cn1nnc(-c2ccc(N3CCOCC3)cc2)n1)OC1CCCCC1	0%	-16	-1%	0%	4%	-7%	-3%
O=C1c2ccccc2S(=O)(=O)c2cc(C(=O)N3CCCC3)ccc21	-1%	18	x	x	3%	x	-3%
NNS(=O)(=O)c1ccc(Cc2ncc(C(F)(F)F)cc2Cl)s1	5%	12	2%	0%	-5%	-27%	1%
COc1ccc(Oc2c(Cl)cnn(-c3ccccc3)c2=O)cc1	9%	-9	-2%	-7%	u	-9%	-12%
N#C/C(C(=O)Oc1ccccc1)=C1\C=Cc2ccccc2N1	39%[activator]	-15	-4%	-14%	7%	-11%	5%
CCc1c(C)nc2cc(-c3cccc(Br)c3)[nH]n2c1=O	4%	24	-6%	-5%	u	-46%	-17%
COCCN1CCN(C(=O)c2cc(COc3cncc(Cl)c3)on2)CC1	7%	-8	-12%	-3%	-24%	-3%	-1%
COc1ccc(S(=O)(=O)NCc2ccc(C(=O)N(C)Cc3ccco3)cc2)cc1	-2%	-13	0%	2%	3%	-5%	-16%
CSc1cccc(NC(=S)N(CCCN2CCCC2)Cc2cccs2)c1	-16%	-15	0%	u	u	6%	-2%
